# RGS4 inhibitor: human RGS4 inhibition; P49798; Transcreener GDP fluorescence polarization, RGS4-accelerated GTP hydrolysis; Potency, µM (highest dose often 114 µM), for inactives: at the highest dose activity change, negative = inhibition, actives largely listed as inhibitors; 390,000 compounds, 0.039% hits; AID 504845; also: potency is read from the fitted curve at half-maximal effect; % is scaled to controls: 0 for no effect and ±100 for the full control effect; nearly all actives have a fitted effect of over 75% in size; some results filed as inactive show a strong effect at the top dose
# Target sequence (P49798 whole entry, looked up): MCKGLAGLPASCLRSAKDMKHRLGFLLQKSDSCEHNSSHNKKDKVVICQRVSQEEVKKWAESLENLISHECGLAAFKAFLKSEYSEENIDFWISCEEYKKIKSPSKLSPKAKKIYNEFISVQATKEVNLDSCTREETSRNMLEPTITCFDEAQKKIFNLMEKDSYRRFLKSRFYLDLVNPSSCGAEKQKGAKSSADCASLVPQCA
#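 MLSMR compounds (23 nl, pin-transferred) preincubated 10 min at room temperature with a 500nM (2x) first reagent, then RGS4 at 900nM (2x) plus Transcreener GDP mix added; fluorescence polarization (620/688 nm) read before and after 90 min at 30 °C.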
# Vif-A3F inh: Vif-A3F binding inhibition; HeLa A3F-eYFP + Vif (tagged APOBEC3F with the HIV-1 protein that degrades it), YFP fluorescence increase; Potency, µM (highest dose often 46.1 µM), inactives show top-dose activity, negative = active; 390,000 compounds, 0.2% hits; also: potency is read from the fitted curve at half-maximal effect; % of control where 0% means no effect; nearly all actives have a fitted effect of over 65% in size
#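 HeLa cells stably expressing A3F-eYFP plus Vif, plated and incubated overnight at 37 deg C, then exposed to compounds overnight at 37 deg C. Blocked degradation read as raised yellow fluorescence (Ex 488/Em 500-530).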
# USP1-UAF1 inh: inhibitors of human USP1/UAF1 deubiquitinase; AID 743255; Potency, µM (titrated, usually from 57.1 µM), without a hit: top-dose activity change, negative = inhibition, actives largely listed as inhibitors; 390,000 compounds, 0.23% hits; recombinant USP1/UAF1, Ub-Rhodamine cleavage fluorescence; also: potency is read from the fitted curve at half-maximal effect; % is scaled to controls: 0 for no effect and ±100 for the full control effect; nearly all actives have a fitted effect of over 60% in size; inactives centre near -12
#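 USP1/UAF1 complex (1 nM) preincubated 15 min at room temperature with compound, then Ub-Rho substrate (150 nM final) added. Kinetic fluorescence at 480/540 nm over 6 reads at 60 s intervals; 50 mM HEPES pH 7.8, 0.5 mM EDTA, 0.1 mg/ml BSA, 1 mM TCEP, 0.01% Tween-20.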
# Vif-APOBEC3G blk: Vif-A3G binding inhibition | Q9HC16 | HeLa A3G-eYFP + Vif (tagged APOBEC3G with the HIV-1 protein that degrades it), YFP fluorescence, overnight | Potency, µM (highest dose often 46.1 µM), for inactives: top-dose activity, negative = active, most hits filed as inhibitors | 410,000 compounds, 0.076% hits;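 also: potency is read from the fitted curve at half-maximal effect; % is scaled to controls: 0 for no effect and ±100 for the full control effect; nearly all actives have a fitted effect of over 60% in size; hits raise eYFP signal because A3G escapes Vif-driven loss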
# Target sequence (Q9HC16 whole entry, looked up): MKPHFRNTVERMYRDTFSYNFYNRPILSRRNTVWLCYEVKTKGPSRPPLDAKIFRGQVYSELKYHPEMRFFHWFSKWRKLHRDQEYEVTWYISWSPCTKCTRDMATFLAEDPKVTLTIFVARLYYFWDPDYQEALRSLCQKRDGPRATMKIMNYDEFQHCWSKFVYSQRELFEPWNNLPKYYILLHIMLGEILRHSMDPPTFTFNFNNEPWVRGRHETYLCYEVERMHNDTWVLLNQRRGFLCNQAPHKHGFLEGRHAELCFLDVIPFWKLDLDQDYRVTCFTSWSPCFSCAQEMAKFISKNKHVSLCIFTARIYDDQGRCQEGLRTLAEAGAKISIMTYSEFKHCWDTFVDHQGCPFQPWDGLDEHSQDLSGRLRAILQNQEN
#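 HeLa cells stably expressing Vif and C-terminally eYFP-tagged A3G, seeded overnight at 37 deg C, then exposed to compound by pintool overnight at 37 deg C. Rise in yellow fluorescence (Ex 488/Em 500-530, Acumen) marks blocked Vif-driven A3G degradation.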
# LDHA inh: LDHA (human) enzyme inhibition; P00338; purified LDHA, NADH/diaphorase-resazurin fluorescence; stronger effect = lower value; activity change, % (values are at about 110 or 230 µM); 480,000 compounds, 0.15% hits; AID 1347041; in the data active = activity change below about -30%; inconclusive = mostly about -25% to -30%;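 also: plate controls were DMSO wells for no effect and wells without enzyme for full effect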
#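 Human LDH5 at 2 nM final in Tris HCl pH 7.4 with 0.06 mM NADH and 0.2 mM pyruvate, reacted 5 minutes at room temperature. Remaining NADH coupled via diaphorase/resazurin; resorufin fluorescence read at 0 and 20 minutes, normalized to enzyme-free and DMSO wells.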
# TrxR1 inh: blocks rat thioredoxin reductase 1; Potency, µM (top dose mostly 114 µM), inactives show at the top dose activity change, negative = inhibition, hits mostly inhibitors; 390,000 compounds, 1% hits; AID 588453; O89049; recombinant rTrxR1, NADPH fluorescence consumption, selenite substrate; also: potency is read from the fitted curve at half-maximal effect; % is scaled to controls: 0 for no effect and ±100 for the full control effect; nearly all actives have a fitted effect of over 65% in size
# Target sequence (O89049 whole entry, looked up): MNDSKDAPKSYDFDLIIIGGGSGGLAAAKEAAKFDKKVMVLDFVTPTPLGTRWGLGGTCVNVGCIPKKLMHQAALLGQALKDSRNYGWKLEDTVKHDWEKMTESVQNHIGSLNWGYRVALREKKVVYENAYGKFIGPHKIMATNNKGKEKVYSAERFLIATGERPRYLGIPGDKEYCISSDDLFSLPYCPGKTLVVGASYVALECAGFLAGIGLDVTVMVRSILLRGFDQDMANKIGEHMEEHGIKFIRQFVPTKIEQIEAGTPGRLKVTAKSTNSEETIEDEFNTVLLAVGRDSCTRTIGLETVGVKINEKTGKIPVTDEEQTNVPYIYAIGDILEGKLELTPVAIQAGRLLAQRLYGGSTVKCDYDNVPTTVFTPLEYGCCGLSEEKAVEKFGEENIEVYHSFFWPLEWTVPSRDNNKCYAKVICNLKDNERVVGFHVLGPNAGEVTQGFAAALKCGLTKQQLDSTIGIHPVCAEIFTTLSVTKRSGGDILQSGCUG
#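 Rat TrxR1 (90 nM in the dispensed reagent) was pre-reduced with 400 uM NADPH for 5 min at room temperature, then incubated with compound for 15 min. After 400 uM selenite was added, NADPH fluorescence (Ex 340/Em 450 nm) was followed for 8 min.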
# GRP78 ERSR act: ER stress response induction in glioma; U87-MG GRP78 promoter luciferase reporter, 16 h; Potency, µM, without a hit: top-dose activation, hits mostly activators; 420,000 compounds, 0.02% hits; AID 602332; also: potency is read from the fitted curve at half-maximal effect; series mostly up to about 76 µM; % of control where 0% means no effect; nearly all actives have a fitted effect of over 35% in size
#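 Stably transfected U87-MG glioma cells carrying a GRP78-based luciferase sensor; 16 h compound incubation. Luminescence end-point read 10 min after Bright-Glo addition at room temperature.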
# TrxR1 substrate: is turned over as a substrate by rat TrxR1. 390,000 compounds, 0.01% hits. Potency, µM (series often up to 114 µM), for the others: at the highest dose activity change, negative = substrate turnover. purified TrxR1 substrate turnover, NADPH consumption readout. O89049; also: potency is read from the fitted curve at half-maximal effect; % is scaled to controls: 0 for no effect and ±100 for the full control effect; nearly all actives have a fitted effect of over 50% in size
#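 Rat TrxR1, dispensed at 90 nM, was prereduced with 400 uM NADPH (final) for 5 min at ~22 deg C, then incubated with compound 15 min before 400 uM selenite. A first-read NADPH fluorescence drop versus no-compound background flagged substrates.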
# mIDH1 inhibitor: human IDH1 R132H inhibition | 390,000 compounds, 0.093% hits | O75874 | IDH1-R132H enzyme, NADPH consumption, diaphorase/resazurin fluorescence | Potency, µM (series often up to 76.6 µM), inactives show at the top dose activity change, negative = inhibition, actives largely listed as inhibitors | AID 602179; also: potency is read from the fitted curve at half-maximal effect; % is scaled to controls: 0 for no effect and ±100 for the full control effect; nearly all actives have a fitted effect of over 65% in size
#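 IDH1-R132H (0.5 ug/mL dispensed) in pH 7.5 Tris buffer was preincubated 30 min with compound, then given a substrate mix of 0.016 mM NADPH and 2 mM alpha-KG for 80 min at room temperature; remaining NADPH was read by diaphorase/resazurin fluorescence.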
# * = called active by the depositor; ? = inconclusive; . = not tested or not shown; & = joins results of further samples; [ ] = dose if it differs, or a comment. Unless noted, calls follow the shape of the dose curve; as a rule, active = well fitted curve in the direction sought with a large enough effect; inconclusive = small, poorly fitted or top-dose-only effect, or another doubt; inactive = no such curve, though single readings can be large; an effect the other way counts as inactive or inconclusive. This is a subset (hit frequency here may not be typical).
SMILES,RGS4 inhibitor,Vif-A3F inh,USP1-UAF1 inh,Vif-APOBEC3G blk,LDHA inh,TrxR1 inh,GRP78 ERSR act,TrxR1 substrate,mIDH1 inhibitor
O=C(Cc1ccccc1)Nc1cccc(C(=O)O)c1O,-37%,-1%,0%,1%,2,64%[57.1 µM],-6%,175%,12%
Cc1ccc(N(Cc2cc3cc(C)ccc3[nH]c2=O)C(=O)c2cccs2)cc1,-7%,8%,-17%,1%,0,12%,-7%,4%,-3%
O=C(NCc1cccs1)C(=O)c1cn(CC(=O)N2CCOCC2)c2ccccc12,-3%,-1%,-18%,7%,-5,8%[57.1 µM],3%,-3%[57.1 µM],-7%
O=C(/C=C/c1ccccc1)c1c[nH]c2ccccc12,-7%[56.9 µM],-13%,-9%,-1%,0,13%,1%,-5%,22%
COc1cccc(NC(=O)C(=O)N/N=C/c2cc(C)n(-c3ccc(Cl)c(Cl)c3)c2C)c1,-5%,-13%,?,-11%,5,-1%,2%,22%,0%
CCc1ccc2c(CC(=O)Nc3nnc(C4CC4)s3)coc2c1,17%,-1%,-2%,0%,-3,-18%,-6%,-9%,1%
C=CCn1c(SCc2nc3c(c(=O)[nH]c(=O)n3CCCC)n2CCC)nnc1-c1ccccc1,-7%,.,-14%,-3%,0,3%,-8%,4%,0%
O=C(NC1CC1)C1CCN(S(=O)(=O)c2ccc(Cl)cc2)CC1,-10%,1%,-7%,-3%,-2,19%,-2%,3%,1%
Cc1nc2cccnc2nc1C,-10%,1%,-24%,-1%,0,14%[2.29 µM],-3%,2%[57.1 µM],-2%
COC(=O)C1CCCN1C(C(=O)NC1CCCCC1)c1ccc(Cl)cc1 (stereo not drawn),-2%,-8%,1%,0%,-3,7%,-1%,-4%,-4%
Cc1cc(C)cc(NC(=O)c2cc(S(=O)(=O)N3CCc4ccccc43)cn2C)c1,3%,-11%,-3%,8%,-24,33%,-6%,156%[activator],-6%
COc1ccc(NC(=O)NCCN2C(=O)C3C4C=CC(C4)C3C2=O)cc1 (stereo not drawn),-10%,1%,-20%,-8%,0,8%[57.1 µM],1%,8%[57.1 µM],-11%
COc1ccc(/C=N/Nc2nc(-c3cccnc3)nc3ccccc23)c(OC)c1,-40%,?,-23%,-11%,-4,-7%[57.1 µM],-2%,-4%[57.1 µM],2%
C=C(C)COc1ccc(-c2[nH]ncc2-c2ccc(OC)cc2)c(O)c1,-12%,5%,?,-8%,-3,23%,-11%,1%,3%
O=C(N[C@@H](Cc1c[nH]c2ccccc12)C(=O)NC1CC1)c1ccccc1Cl,18%,8%,-3%,0%,-9,-13%,-1%,-11%,1%
CCCCOc1cccc(-c2nnc(NC(=O)CSc3ccc(C)cc3)s2)c1,17%,11%,-2%,2%,-10,-8%,-5%,-10%,1%
COc1ccc(C(=O)NC2CCCN(Cc3ccccc3F)C2)c(OC)c1OC (stereo not drawn),-6%,0%,-18%,0%,0,8%,-2%,-1%,1%
Cc1noc(C)c1COC(=O)CCC(=O)c1ccc(F)cc1,2%,-11%,-1%,6%,-1,1%,-1%,5%[57.1 µM],7%
CC1(C)N=C(SCC(=O)Nc2ccc(Cl)cc2Cl)C(c2ccccc2)=N1,-4%,-13%,-17%,-4%,1,20%,-3%,1%,3%
COC(=O)[C@]1(Cc2ccccc2)N[C@H](c2ccc(-c3cc(C(C)=O)cs3)cc2)[C@@H]2C(=O)N(C)C(=O)[C@@H]21,13%,3%,1%,1%,1,-4%[57.1 µM],-1%,8%[57.1 µM],2%
Cc1ccc(Cl)c(Nc2ccccc2C(=O)O)c1Cl,-2%[56.9 µM],6%&-8%,-22%&-27%,0%&-25%,-10&-15,16%[57.1 µM],2%&-2%&2%&1%&-1%&-4%,6%[57.1 µM],9%&-6%
CC(C)(C)NC(=O)COC(=O)c1cc(F)c(F)cc1Cl,1%,9%,-13%,1%,-3,-2%,1%,3%,7%
CC(C)(C)Nc1cccccc1=O,6%[11.4 µM],-6%,-9%,5%,10,-11%,-3%,-17%,0%
Cc1ccccc1CC1(CO)CCCN(Cc2nc(-c3cccs3)oc2C)C1 (stereo not drawn),-12%,1%,-13%,1%,-2,14%,-6%,3%,-2%
O=C(OC(C(=O)NC1CCCCC1)c1ccccc1F)c1ccco1 (stereo not drawn),15%,6%,-15%,1%,-3,17%,-2%,0%,0%

# Additional compounds:
SMILES,RGS4 inhibitor,Vif-A3F inh,USP1-UAF1 inh,Vif-APOBEC3G blk,LDHA inh,TrxR1 inh,GRP78 ERSR act,TrxR1 substrate,mIDH1 inhibitor
O=C(NCC(c1cccnc1)N1CCOCC1)c1ccc2c(c1)OCO2 (stereo not drawn),-10%,.,-16%,2%,4,-16%,-1%,-6%,1%
O=C(NN=C1CCCC1)c1[nH]c2ccc(Cl)cc2c1-c1ccccc1,-41%,6%,-25%,?,-1,21%[57.1 µM],-5%,4%[57.1 µM],-22%
CSc1ccc(C(=S)N2CCCCCC2)cc1,-10%,-1%,0%,5%,-3,-11%,1%,-2%,1%
CC(OC(=O)C1CCN(S(=O)(=O)c2ccccc2C(F)(F)F)CC1)C(=O)N(C)Cc1ccccc1 (stereo not drawn),-18%,-7%,-7%,0%,1,16%,-4%,-1%,3%
COc1ccc(C(=O)CSc2nnc(C3CC3)n2N)cc1,-13%,-6%,-19%,-12%,-7,14%,-4%,1%,2%
CCCc1cc(C(=O)Nc2ccc(CC)cc2)no1,13%,5%,-10%,0%,-4,21%,2%,6%,-9%
Cc1ccccc1NC(=O)CS(=O)(=O)c1cn(CC(=O)N2CCOCC2)c2ccccc12,14%,7%,-24%,8%,-2,12%,-2%,3%,-4%
Cc1[nH]c2ccccc2c1/C=C(\C#N)S(=O)(=O)c1ccccc1,-1%,-10%,-3%,-5%,2,14%,-3%,-3%,-2%
CN(C)c1ccc(C#Cc2ccc3cc(CCCO)oc(=O)c3c2)cc1,-13%,3%,-22%,-1%,-4,3%[57.1 µM],3%,18%[57.1 µM],-4%
Cc1cc(C)nc(SCc2cc(=O)c(OC(=O)c3cc([N+](=O)[O-])ccc3Cl)co2)n1,8%,14%,-14%,1%,2,-10%[57.1 µM],-3%,9%[57.1 µM],2%
O=C(NCc1ccccc1Cl)C(=O)NCC1OCCN1S(=O)(=O)c1ccc(F)cc1 (stereo not drawn),1%,2%,0%,1%,-14,12%,-1%,-4%,4%
O=C(NCCn1cccn1)C1CCC(=O)N(CCc2cccc(F)c2)C1 (stereo not drawn),-14%,2%,-25%,2%,-3,15%,9%,3%,-3%
CCN(CC)C1CCN(C(=O)c2cc(COc3ccc(-n4cncn4)cc3)on2)C1 (stereo not drawn),7%,-12%,1%,2%,-5,13%,-3%,1%,-5%
COC(=O)Cc1c(C)nc2nc(-c3ccc(Cl)cc3)[nH]n2c1=O,-21%,1%,-16%,0%,0,13%[57.1 µM],-2%,2%[57.1 µM],13%
CSc1ccccc1NC(=O)C1=CC(c2ccc(C)cc2)=NS(=O)(=O)N1C,-15%,5%,-20%,0%,0,16%[57.1 µM],2%,-9%[57.1 µM],13%
CC(=O)C12OC(C)(C)OC1CC1C3CCC4=CC(=O)C=CC4(C)C3(F)C(O)CC12C (stereo not drawn),19%,-17%,6%,0%,-6,30%,2%,4%,-1%
Cc1c(OCc2nn[nH]n2)ccc2c3c(c(=O)oc12)CCCC3,-24%,-2%,-15%,2%,-7,-32%,-2%,253%[activator],-2%

# No new results follow: an excerpt of the list.
SMILES,RGS4 inhibitor,Vif-A3F inh,USP1-UAF1 inh,Vif-APOBEC3G blk,LDHA inh,TrxR1 inh,GRP78 ERSR act,TrxR1 substrate,mIDH1 inhibitor
O=C(NCC(c1cccnc1)N1CCOCC1)c1ccc2c(c1)OCO2 (stereo not drawn),-10%,.,-16%,2%,4,-16%,-1%,-6%,1%
O=C(NN=C1CCCC1)c1[nH]c2ccc(Cl)cc2c1-c1ccccc1,-41%,6%,-25%,?,-1,21%[57.1 µM],-5%,4%[57.1 µM],-22%
CSc1ccc(C(=S)N2CCCCCC2)cc1,-10%,-1%,0%,5%,-3,-11%,1%,-2%,1%
CC(OC(=O)C1CCN(S(=O)(=O)c2ccccc2C(F)(F)F)CC1)C(=O)N(C)Cc1ccccc1 (stereo not drawn),-18%,-7%,-7%,0%,1,16%,-4%,-1%,3%
COc1ccc(C(=O)CSc2nnc(C3CC3)n2N)cc1,-13%,-6%,-19%,-12%,-7,14%,-4%,1%,2%
CCCc1cc(C(=O)Nc2ccc(CC)cc2)no1,13%,5%,-10%,0%,-4,21%,2%,6%,-9%
Cc1ccccc1NC(=O)CS(=O)(=O)c1cn(CC(=O)N2CCOCC2)c2ccccc12,14%,7%,-24%,8%,-2,12%,-2%,3%,-4%
